tim10-1 inh = tim10-1 yeast growth inhibition; S. cerevisiae tim10-1 ts strain growth, BacTiter-Glo, 24 h; inhibition, % at 20 µM; 2.2% of 330,000 active; AID 463190;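 active means inhibition of at least 40%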;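 further: mutant grown at 25 °C; 0% = DMSO wells with yeast and 100% = wells holding no yeast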
MPTP block = permeability transition pore inhibition; isolated mouse mitochondria, Ca2+ swelling absorbance, 30 min; AID 602449; 1.4% of 360,000 active; inhibition, % at 10 µM;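 active means inhibition of 50% or more, scaled per plate between neutral and stimulator controls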;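 further: 0% = DMSO wells given calcium and 100% = 1 mM EGTA wells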
APJ antag = blocks the human apelin receptor APJ; P35414; CHO-K1 APJ beta-arrestin complementation, luminescence; inhibition, % at 20 µM; 0.32% of 330,000 active;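 active means inhibition above about 40% at 20 µM, limit read from the data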;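 further: cells challenged with 10 nM apelin-13 agonist together with compound; plate controls were apelin-13 plus DMSO wells for no effect and DMSO wells lacking apelin-13 for full effect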
Target sequence (P35414 whole entry, looked up): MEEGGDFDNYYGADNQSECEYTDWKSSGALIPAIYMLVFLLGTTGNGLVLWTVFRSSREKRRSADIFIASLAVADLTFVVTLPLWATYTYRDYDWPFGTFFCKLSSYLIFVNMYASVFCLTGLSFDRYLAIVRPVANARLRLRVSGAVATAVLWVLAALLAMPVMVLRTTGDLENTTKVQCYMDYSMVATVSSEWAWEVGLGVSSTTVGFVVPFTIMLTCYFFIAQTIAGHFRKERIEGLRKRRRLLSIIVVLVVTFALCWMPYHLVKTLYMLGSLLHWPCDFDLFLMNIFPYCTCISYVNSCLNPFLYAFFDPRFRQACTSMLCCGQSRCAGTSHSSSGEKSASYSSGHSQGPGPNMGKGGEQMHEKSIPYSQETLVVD
APJ agonist = agonists of human APJ apelin receptor; activation, % at 20 µM; CHO-K1 APJ PathHunter beta-arrestin, luminescence; 0% DMSO wells, 100% apelin; 0.11% of 330,000 active;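 active means activation more than six SD over the plate average, tested at 20 µM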;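 further: 0% = DMSO alone and 100% = apelin-13 at 10 nM; some results filed as inactive read as strong as hits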
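Assay system: engineered CHO-K1 APJ arrestin reporter cells; Amount: 1000 CHO-K1 reporter cells seeded per well; Dosing: one dose, 20 µM compound, 1% DMSO; Times: compound stimulation 90 min at 25 °C, detection 60 min; Measured by: luminescent beta-gal fragment complementation, chemiluminescent substrate; Read-out: APJ–arrestin association signal; Controls: DMSO vs Apelin-13 10 nM.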
NLRP3 yeast inh = NALP3 inhibition in yeast; Yeast reconstituted NLRP3/ASC/caspase-1, beta-gal luminescence, 24 h; inhibition, % at 10 µM; 0.39% of 330,000 active;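 active means inhibition of 50% or more; inactive means inhibition below 50%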;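 further: plate controls were induced DMSO wells for no effect and uninduced yeast grown without galactose for full effect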
NR3A LBD binder = modulators (binders) of human NR3A ligand-binding domain; NR3A LBD differential scanning fluorimetry, Tm shift; 0% = protein alone, 100% = glycine-bound protein; Tm shift relative to glycine control, % at 25 µM; 2.5% of 340,000 active; AID 1259313;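 active means melting temperature shift of at least 10% of the positive control shift, at one fixed dose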
tim23-1 inh = growth inhibitors of tim23-1 mutant yeast | 1.3% of 330,000 active | S. cerevisiae tim23-1 growth, BacTiter-Glo luminescence, 24 h | inhibition, % at 20 µM | AID 463212;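 active means growth inhibition of the mutant yeast at or above 50%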;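 further: temperature-sensitive mutant grown at 25 °C; plate controls were DMSO-treated mutant yeast for no effect and medium wells lacking yeast for full effect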
beta cell repl = MIN6 beta-cell proliferation induction; MIN6 cells proliferation, ATPlite luminescence, 48 h; cells starved in 0.2% serum; 100% = growth in 10% serum; proliferation, % at 10 µM; 0.29% of 330,000 active;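 active means compounds whose signal lies at least 3.5 SD above the mean of all wells on their plate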;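 further: 0% = DMSO-treated cells in low-serum medium and 100% = 10% serum control; some compounds called inactive have numbers as strong as hits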
TIM10 inh = TIM10 yeast growth inhibition | 1.4% of 330,000 active | inhibition, % at 10 µM | S. cerevisiae TIM10 strain growth, BacTiter-Glo luminescence, 24 h;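 active means inhibition of 40% or more at the single tested concentration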;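 further: wild-type TIM10 isogenic control strain grown at permissive 25 °C; 0% = DMSO yeast wells and 100% = minimal medium wells without yeast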
An asterisk follows results filed as active. Rows are unselected; any-hit rate near 7.2%.

How did Cc1ccccc1C(=O)O/N=C/c1c(N2CCOCC2)n(C)c2ccccc12 do in these assays?
tim10-1 inh: -0.8; MPTP block: 6.4; APJ antag: -76.2; APJ agonist: 14.6*; NLRP3 yeast inh: 66.1*; NR3A LBD binder: -5.1; tim23-1 inh: 34.7; beta cell repl: -4.7; TIM10 inh: 18.2

Results for COc1cccc(CNS(=O)(=O)c2c(C(=O)N3CCCC3)c(C)n(C)c2C)c1 ?
tim10-1 inh: -5.6; MPTP block: 0.1; APJ antag: 33.7; APJ agonist: -3.4; NLRP3 yeast inh: 21.7; NR3A LBD binder: 0.7; tim23-1 inh: -3.4; beta cell repl: 2.5; TIM10 inh: -5.7

Results for CC(C)(C)c1cnnn1-c1ccc(C=O)cc1 ?
tim10-1 inh: 38.4; MPTP block: 12.6; APJ antag: 7.1; APJ agonist: -1.3; NLRP3 yeast inh: -7.5; NR3A LBD binder: -0.5; tim23-1 inh: 20.8; beta cell repl: -2.8; TIM10 inh: 18.4

What do the screens show for `COc1ccc(C(=O)N(C)Cc2nc3ccccc3c(=O)[nH]2)cc1S(=O)(=O)N1CCCC1`?
tim10-1 inh: -21.2; MPTP block: -1.1; APJ antag: 15.6; APJ agonist: -1.5; NLRP3 yeast inh: 12.7; NR3A LBD binder: 0.2; tim23-1 inh: -16.9; beta cell repl: 6.0; TIM10 inh: -4.9

How did CNS(=O)(=O)c1ccc(NS(=O)(=O)c2ccccc2F)cc1 do in these assays?
tim10-1 inh: 8.9; MPTP block: 0.2; APJ antag: 8.3; APJ agonist: -3.3; NLRP3 yeast inh: -0.7; NR3A LBD binder: 0.2; tim23-1 inh: -5.3; beta cell repl: -1.7; TIM10 inh: 7.5

How did Cc1c(Br)c([N+](=O)[O-])nn1CC(=O)N(C)Cc1ccccc1 do in these assays?
tim10-1 inh: 4.1; MPTP block: -2.6; APJ antag: -12.0; APJ agonist: -4.2; NLRP3 yeast inh: -2.3; NR3A LBD binder: 1.5; tim23-1 inh: 13.6; beta cell repl: 0.6; TIM10 inh: 19.5

How did O=C(NNC(=O)c1ccccc1Br)c1cnccn1 do in these assays?
tim10-1 inh: -3.1; MPTP block: -0.4; APJ antag: -6.8; APJ agonist: -3.2; NLRP3 yeast inh: -1.8; NR3A LBD binder: 3.0; tim23-1 inh: 0.2; beta cell repl: -2.1; TIM10 inh: 6.0

What do the screens show for `COCCn1c(SCC(=O)N(C)c2c(N)n(Cc3ccccc3)c(=O)[nH]c2=O)nnc1-c1cccc(C)c1`?
tim10-1 inh: 10.9; MPTP block: -1.8; APJ antag: 3.4; APJ agonist: -3.1; NLRP3 yeast inh: -11.6; NR3A LBD binder: 0.8; tim23-1 inh: 4.2; beta cell repl: -0.7; TIM10 inh: -3.8

How did O=C(O)CC/C(=N\NC(=O)CNC(=O)c1cccc(Cl)c1)c1ccccc1 do in these assays?
tim10-1 inh: -0.1; MPTP block: -0.3; APJ antag: 14.6; APJ agonist: -4.7; NLRP3 yeast inh: -7.5; NR3A LBD binder: -0.7; tim23-1 inh: 4.4; beta cell repl: 4.0; TIM10 inh: 0.7

What do the screens show for `COc1ccc(-n2nnc3c(=O)n(CC(=O)N4CCC(C)CC4)cnc32)cc1`?
tim10-1 inh: -19.0; MPTP block: 1.3; APJ antag: 6.1; APJ agonist: 3.3; NLRP3 yeast inh: 14.4; NR3A LBD binder: -2.3; tim23-1 inh: 18.1; beta cell repl: 0.6; TIM10 inh: -15.2

How did CCCC(=NCCc1c(C)[nH]c2ccccc12)C1=C(O)CC(c2ccccc2)CC1=O (centres undefined) do in these assays?
tim10-1 inh: 23.1; MPTP block: 1.0; APJ antag: -16.5; APJ agonist: -2.4; NLRP3 yeast inh: 5.9; NR3A LBD binder: -4.5; tim23-1 inh: 14.1; beta cell repl: 0.0; TIM10 inh: 23.5

How did CCOC(=O)N1CCC(NC(=O)C2CCC(Cn3c(=O)[nH]c4ccccc4c3=O)CC2)CC1 (centres undefined) do in these assays?
tim10-1 inh: -7.7; MPTP block: 2.2; APJ antag: 13.7; APJ agonist: -3.2; NLRP3 yeast inh: -24.1; NR3A LBD binder: 3.2; tim23-1 inh: -39.6; beta cell repl: -3.7; TIM10 inh: 1.2

What do the screens show for `c1ccc(N2CCN(c3nnnn3-c3ccccc3)CC2)cc1`?
tim10-1 inh: 12.1; MPTP block: 0.3; APJ antag: 9.2; APJ agonist: -4.1; NLRP3 yeast inh: 12.0; NR3A LBD binder: -0.7; tim23-1 inh: 21.9; beta cell repl: -2.1; TIM10 inh: 13.9

Results for CCC1CCCCN1C(=S)Nc1ccc(OC(F)F)cc1 (centres undefined) ?
tim10-1 inh: 19.0; MPTP block: 1.8; APJ antag: -4.4; APJ agonist: -2.5; NLRP3 yeast inh: 17.9; NR3A LBD binder: 1.6; tim23-1 inh: 21.9; beta cell repl: 1.5; TIM10 inh: 24.8

How did CCN1C(=O)[C@H]2[C@@H](c3ccc(-c4cccc(Cl)c4)c(OC)c3)N[C@@](Cc3ccccc3)(C(=O)OC)[C@H]2C1=O do in these assays?
tim10-1 inh: 19.6; MPTP block: -0.2; APJ antag: 1.6; APJ agonist: -4.3; NLRP3 yeast inh: 22.1; NR3A LBD binder: -1.3; tim23-1 inh: 17.4; beta cell repl: -6.7; TIM10 inh: 17.2

What do the screens show for `Cc1ccc(S(=O)(=O)NC(=O)C2CCCCC2)cc1`?
tim10-1 inh: -4.8; MPTP block: -0.4; APJ antag: -3.0; APJ agonist: -4.8; NLRP3 yeast inh: 9.7; NR3A LBD binder: 3.7; tim23-1 inh: -2.4; beta cell repl: -0.4; TIM10 inh: 9.3

Results for O=C1CCCc2nc(N3CCN(Cc4ccccc4)CC3)ncc21 ?
tim10-1 inh: -61.1; MPTP block: 3.9; APJ antag: -40.3; APJ agonist: 3.9; NLRP3 yeast inh: 10.3; NR3A LBD binder: -5.4; tim23-1 inh: -31.6; beta cell repl: -3.0; TIM10 inh: -65.4

Results for CCC(=O)c1ccc(OCC(=O)Nc2cc(S(=O)(=O)N3CCCCC3)ccc2N2CCN(CC)CC2)cc1 ?
tim10-1 inh: -8.9; MPTP block: -0.5; APJ antag: -12.5; APJ agonist: -3.7; NLRP3 yeast inh: 4.2; NR3A LBD binder: -0.6; tim23-1 inh: -16.2; beta cell repl: -4.4; TIM10 inh: 12.9

Results for Cc1ccc(C(=O)N/C(=C\c2cn(S(=O)(=O)N(C)C)c3ccccc23)C(=O)NCCN2CCOCC2)cc1 ?
tim10-1 inh: -2.9; MPTP block: -1.4; APJ antag: 1.3; APJ agonist: 1.4; NLRP3 yeast inh: 10.7; NR3A LBD binder: -1.1; tim23-1 inh: 1.6; beta cell repl: -3.8; TIM10 inh: 9.6

How did O=C(Nc1ccc(S(=O)(=O)N2CCCCC2)cc1)c1ccc(=O)[nH]c1 do in these assays?
tim10-1 inh: 4.5; MPTP block: 0.2; APJ antag: -5.5; APJ agonist: -2.3; NLRP3 yeast inh: 2.0; NR3A LBD binder: -0.2; tim23-1 inh: 8.0; beta cell repl: 2.2; TIM10 inh: 6.3

How did CN(CC(=O)Nc1c(Cl)cccc1Cl)C(=O)CNC(=O)C1CCCCC1 do in these assays?
tim10-1 inh: 15.3; MPTP block: -0.8; APJ antag: 3.8; APJ agonist: -2.9; NLRP3 yeast inh: 13.6; NR3A LBD binder: 0.2; tim23-1 inh: 4.0; beta cell repl: -2.7; TIM10 inh: 5.1

What do the screens show for `O=C1CSC(c2cccnc2)N1Cc1ccc(Cl)cc1` (centres undefined)?
tim10-1 inh: 5.6; MPTP block: 1.8; APJ antag: -10.6; APJ agonist: 3.8; NLRP3 yeast inh: 7.5; NR3A LBD binder: 0.2; tim23-1 inh: 8.0; beta cell repl: 0.4; TIM10 inh: -1.9

How did CCN(Cc1ccncc1)Cc1nc(Cc2ccccc2Cl)no1 do in these assays?
tim10-1 inh: 0.5; MPTP block: 16.8; APJ antag: -11.2; APJ agonist: -1.5; NLRP3 yeast inh: 10.5; NR3A LBD binder: -1.3; tim23-1 inh: 14.3; beta cell repl: -2.1; TIM10 inh: 0.2

What do the screens show for `O=Nc1onc(-c2ccc([N+](=O)[O-])cc2)c1NO`?
tim10-1 inh: -33.7; MPTP block: -0.3; APJ antag: -27.5; APJ agonist: 1.2; NLRP3 yeast inh: 10.0; NR3A LBD binder: -6.7; tim23-1 inh: 5.1; beta cell repl: -4.2; TIM10 inh: -7.5

Results for Cc1nn(Cc2c(Cl)cccc2Cl)c(C)c1NC(=O)CCCn1nc([N+](=O)[O-])c(Cl)c1C ?
tim10-1 inh: -0.6; MPTP block: -0.5; APJ antag: 29.8; APJ agonist: -4.7; NLRP3 yeast inh: 10.1; NR3A LBD binder: -5.0; tim23-1 inh: -4.7; beta cell repl: -1.7; TIM10 inh: 3.1

What do the screens show for `CN(C)CCCN(C(=O)c1ccc(S(=O)(=O)N(C)C2CCCCC2)cc1)c1nc2ccc(Br)cc2s1`?
tim10-1 inh: 39.2; MPTP block: 1.5; APJ antag: 22.0; APJ agonist: -2.8; NLRP3 yeast inh: 7.6; NR3A LBD binder: 0.4; tim23-1 inh: 22.1; beta cell repl: -7.5; TIM10 inh: 18.0

How did CN(C)CCCNC(=O)C[C@H]1C[C@H](C(=O)N2CCOCC2)[C@@]2(CCC3CCCC3)c3[nH]c4cc(-c5ccco5)ccc4c3CCN2C1=O do in these assays?
tim10-1 inh: 25.5; MPTP block: -3.8; NR3A LBD binder: -1.1; tim23-1 inh: 41.7; TIM10 inh: 8.4

How did Cn1nc(C(F)(F)F)c(/C=N/OC(=O)c2ccccc2)c1SCc1ccc(Cl)cc1 do in these assays?
tim10-1 inh: 7.5; MPTP block: 12.4; APJ antag: 14.3; APJ agonist: 0.6; NLRP3 yeast inh: -5.0; NR3A LBD binder: 2.4; tim23-1 inh: 7.3; beta cell repl: 0.5; TIM10 inh: 6.4

How did CCCC(=O)Nc1cc(C)c(NC(=O)c2cccs2)cn1 do in these assays?
tim10-1 inh: -16.2; MPTP block: 1.5; APJ antag: -6.0; APJ agonist: -3.1; NLRP3 yeast inh: 3.0; NR3A LBD binder: -1.5; tim23-1 inh: 16.1; beta cell repl: -1.3; TIM10 inh: 0.9

What do the screens show for `CC(=O)c1c(C)[nH]c(C(=O)Nc2cccc(C#N)c2)c1C`?
tim10-1 inh: 13.4; MPTP block: 2.8; APJ antag: -9.8; APJ agonist: -2.9; NLRP3 yeast inh: -5.3; NR3A LBD binder: -0.3; tim23-1 inh: 6.8; beta cell repl: 1.0; TIM10 inh: 12.1

Results for C(=N/n1c2ccccc2c2ccccc21)/c1ccco1 ?
tim10-1 inh: 28.9; MPTP block: 2.0; APJ antag: 19.8; APJ agonist: -5.9; NLRP3 yeast inh: 27.8; NR3A LBD binder: -6.4; tim23-1 inh: 27.5; beta cell repl: -1.7; TIM10 inh: 23.2

How did Cc1ccccc1-c1nc(CS(=O)CC(=O)NCCc2ccc(Cl)cc2)c(C)o1 (centres undefined) do in these assays?
tim10-1 inh: 44.0*; MPTP block: 0.0; APJ antag: -5.3; APJ agonist: 1.7; NLRP3 yeast inh: 8.4; NR3A LBD binder: 488.6*; tim23-1 inh: 26.5; beta cell repl: -1.8; TIM10 inh: 6.5

Bioassay records as filed in PubChem.
